CatB block: inhibitors of human cathepsin B | purified cathepsin B, fluorogenic substrate, fluorescence | 63,000 compounds, 0.1% hits | inhibition, %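 (tested at 10 µM)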; in the data active means inhibition above about 21%;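 further: 0% = enzyme with no compound and 100% = no enzyme blank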
CatB mixtures: human cathepsin B inhibition by mixtures; P07858; Purified cathepsin B, AMC dipeptide fluorescence, compound mixtures; inhibition, %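 (ten-compound pools at 5 µM per compound and 50 µM total)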; 62,000 compounds, 0.06% hits; in the data active means inhibition above about 22%, passing the limit was not always enough;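 further: 0% = enzyme without compound and 100% = no enzyme blank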
CatS block: blocks human cathepsin S protease activity; P25774; recombinant cathepsin S, AMC dipeptide fluorescence, pooled mixtures; inhibition, %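 (tested at 5 µM per compound within 10-compound mixtures)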; 62,000 compounds, 0.06% hits; AID 501; in the data active means inhibition above about 32%, passing the limit was not always enough;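 further: 0% = enzyme without compound and 100% = blank without enzyme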
Target sequence (P25774 115-331 limits assumed): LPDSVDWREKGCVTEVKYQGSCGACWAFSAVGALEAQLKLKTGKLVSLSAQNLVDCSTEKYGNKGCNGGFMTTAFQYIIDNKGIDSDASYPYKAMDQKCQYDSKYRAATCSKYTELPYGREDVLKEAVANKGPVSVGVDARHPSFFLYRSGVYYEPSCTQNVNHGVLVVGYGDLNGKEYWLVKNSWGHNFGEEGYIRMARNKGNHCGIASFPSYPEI
C1s inh: human complement C1s inhibition. mean inhibition % of two 10-compound mixtures (active compounds read high), % at 5 µM (by protocol). purified C1s, fluorogenic AMC substrate, pooled mixtures. 62,000 compounds, 0.16% hits. AID 538;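 active means inhibition above 20% in each of the two 10-compound mixture wells holding the compound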;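 further: 0% = enzyme wells lacking compound mixture and 100% = no-enzyme blank wells; some compounds called inactive have numbers as strong as hits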
CatL block: inhibitors of human cathepsin L; P07711; purified cathepsin L, fluorogenic substrate, fluorescence; inhibition, %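 (tested at 10 µM)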; 58,000 compounds, 0.17% hits; AID 460; in the data active means inhibition above about 45%;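 further: 0% = enzyme with no compound and 100% = no enzyme blank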
CatG inh: cathepsin G (human) inhibition; P08311; purified enzyme, AMC-tetrapeptide fluorescence, pooled mixtures; inhibition, % at 5 µM (by protocol); 62,000 compounds, 0.2% hits; AID 581;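 active means inhibition above 20% in each of the two mixture wells holding the compound; inactive means inhibition of 20% or less in either well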;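 further: 0% = enzyme control without mixture and 100% = blank lacking enzyme; strong numbers were not always called active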
Target sequence (P08311 21-244 limits assumed): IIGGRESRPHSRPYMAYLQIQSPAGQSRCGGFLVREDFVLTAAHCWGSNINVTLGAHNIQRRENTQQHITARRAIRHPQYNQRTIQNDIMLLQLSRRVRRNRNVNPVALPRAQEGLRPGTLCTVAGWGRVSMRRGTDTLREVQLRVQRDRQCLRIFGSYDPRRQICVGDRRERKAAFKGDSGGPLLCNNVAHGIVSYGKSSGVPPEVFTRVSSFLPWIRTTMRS
Abs 340nm: compounds absorbing at 340 nm; 65,000 tested, under 10 active; compound absorbance at 340 nm, fold over control; AID 708; fold change at 10 µM;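 active means at 10 µM dose, initial 340 nm absorbance at least 2 fold that of control wells; inactive means change under 2 fold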;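 further: initial absorbance extrapolated from kinetic A340 decline of NADH oxidation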
FXIa inh mix: factor XIa (human) inhibition, mixture screen; inhibition, % at 5 µM; P03951; purified FXIa, fluorogenic substrate, pooled mixtures; AID 680; 62,000 compounds, 0.19% hits;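 further: each value is inhibition by a whole ten-compound pool holding the compound; 0% = enzyme with no mixture and 100% = wells lacking enzyme; strong numbers were not always called active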
FXIIa mix inh: inhibitors of human coagulation factor XIIa, pooled mixtures | inhibition, % at 5 µM | P00748 | purified FXIIa, fluorogenic substrate | 62,000 compounds, 0.2% hits;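 further: 0% = enzyme without compound and 100% = no enzyme blank; some results filed as inactive read as strong as hits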
Target sequence (P00748 20-372 limits assumed): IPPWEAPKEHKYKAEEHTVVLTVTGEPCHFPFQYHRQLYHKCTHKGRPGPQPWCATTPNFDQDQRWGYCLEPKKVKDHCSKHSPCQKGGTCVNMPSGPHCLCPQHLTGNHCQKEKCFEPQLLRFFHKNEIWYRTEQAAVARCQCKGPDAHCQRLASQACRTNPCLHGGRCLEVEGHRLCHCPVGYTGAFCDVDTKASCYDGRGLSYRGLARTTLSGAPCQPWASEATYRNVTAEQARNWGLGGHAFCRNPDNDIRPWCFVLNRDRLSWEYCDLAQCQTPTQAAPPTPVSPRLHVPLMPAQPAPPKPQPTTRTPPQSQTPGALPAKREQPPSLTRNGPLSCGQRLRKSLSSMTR
Target sequence (P00748 373-615 limits assumed): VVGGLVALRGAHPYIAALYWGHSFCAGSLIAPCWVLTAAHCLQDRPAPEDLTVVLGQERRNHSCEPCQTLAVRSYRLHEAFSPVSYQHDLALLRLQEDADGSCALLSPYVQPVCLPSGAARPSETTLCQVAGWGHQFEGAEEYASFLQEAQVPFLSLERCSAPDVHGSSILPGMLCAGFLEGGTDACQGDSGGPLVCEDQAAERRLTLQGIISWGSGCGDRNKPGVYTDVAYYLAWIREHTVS
* hit, by the source's call; · = not tested or not shown. Unless noted, no stated cut-off is given here; in the data, active means inhibition above about 20% (passing the limit was not always enough); inactive means the rest. A portion of the library, so the mix of outcomes need not match the whole.

1: CCOC(=O)Cn1c(=O)oc2cc(S(=O)(=O)Nc3cccc(C)c3)ccc21
2: CCc1ccccc1NC(=O)CN1CCC(NC(=O)COC)CC1
3: O=C(c1ccco1)N1CCN(S(=O)(=O)Cc2ccc(Cl)cc2)CC1
4: Cc1ccc(CCP(=O)(O)CN2CCOCC2)cn1
5: CCN(CC)S(=O)(=O)c1cccc(C(=O)N2CC(O)CC2C(=O)O)c1 (stereo not given)
6: Cc1ccsc1C=Nc1ccc(O)cc1

Assay by compound,1,2,3,4,5,6
CatB block,0,5,4,6,1,·
CatB mixtures,-6,-3,-2,2,0,-1
CatS block,-4,4,-4,-9,13,-6
C1s inh,-18,9,7,14,0,3
CatL block,·,39,4,-2,21,·
CatG inh,-10,3,5,14,2,10
Abs 340nm,1.1,0.98,1,1,1,1.1
FXIa inh mix,-2,1,11,8,2,6
FXIIa mix inh,-14,-21,-12,-17,-16,10

7: CCC(=O)N1CCc2cc(S(=O)(=O)Nc3ccc4c(c3)OCCO4)ccc21
8: O=C(O)CSCC(=O)Nc1cc(C(F)(F)F)ccc1Cl
9: Cc1cc(OCC(=O)Nc2ccc(S(=O)(=O)N3CCN(C)CC3)cc2)cc(C)c1Cl
10: CCOc1ccc(OCC)c(NC(=O)CN2CCN(c3cccc(C)c3C)CC2)c1
11: Cn1c(SCC(=O)Nc2ccccc2F)nnc1-c1cccnc1
12: Cc1ccc(-c2c3c(=O)n(C)c(=O)n(C)c3cn2Cc2ccccn2)cc1

Assay by compound,7,8,9,10,11,12
CatB block,4,-1,-4,3,0,-6
CatB mixtures,-2,9,-1,4,-2,5
CatS block,14,21,-4,1,10,-6
C1s inh,-23,2,-3,6,-3,-8
CatL block,27,-4,5,3,15,6
CatG inh,0,1,-4,7,6,-3
Abs 340nm,1,0.97,1.1,1.1,1,1
FXIa inh mix,-4,2,6,5,3,6
FXIIa mix inh,7,12,10,2,4,4

13: CC1(C(=O)N(CC(=O)NC2CCCC2)Cc2ccco2)CC(=O)N=C2C=CC=CN21 (stereo not given)
14: CC(C)(C)OC(=O)N1CCC[C@H]1c1nnc(SCc2c(F)cccc2Cl)o1
15: c1ccc(Cn2ncc3c2ncn2c(-c4ccncc4)nnc32)cc1
16: O=C(Cc1ccccc1)Nc1c2c(nn1-c1cccc(Cl)c1)CS(=O)(=O)C2
17: Cc1cc(OCC(=O)N(C)C)c2c(-c3ccccc3)cc(=O)oc2c1
18: Cc1ccc(-c2nnc3n2N=C(c2ccc(Br)cc2)CS3)cc1

Assay by compound,13,14,15,16,17,18
CatB block,-3,7,4,5,0,2
CatB mixtures,0,4,-1,5,2,3
CatS block,-17,5,7,6,-1,4
C1s inh,-8,-15,-3,19,7,-5
CatL block,-27,13,3,20,-3,-4
CatG inh,6,-13,-12,14,10,5
Abs 340nm,1,1,0.99,0.99,1.1,1.1
FXIa inh mix,6,6,4,3,0,3
FXIIa mix inh,-19,-7,3,0,34,14

19: Cc1cc(C)c2c(CN3CCN(C)CC3)cc(=O)oc2c1
20: Cc1ccccc1C1CC(c2ccc(Br)cc2)Nc2nc(N)nn21 (stereo not given)
21: CCOC(=O)C1CCCN(c2cc(=O)n(-c3ccccc3Cl)c(=O)[nH]2)C1 (stereo not given)
22: COC(=O)c1[nH]c2ccccc2c1NC(=O)CCN1CCSCC1
23: CC(NC(=O)c1ccco1)C(c1cccs1)N1CCN(c2ccccc2)CC1 (stereo not given)
24: c1ccn2c(SCc3ccc4c(c3)OCO4)nnc2c1

Assay by compound,19,20,21,22,23,24
CatB block,-3,0,2,0,2,7
CatB mixtures,4,1,2,-2,1,1
CatS block,12,0,11,2,3,-6
C1s inh,7,12,12,3,13,-13
CatL block,-7,-9,2,·,·,-4
CatG inh,1,8,9,7,10,6
Abs 340nm,1,1,1.1,1.1,1,1
FXIa inh mix,10,4,7,12,25,2
FXIIa mix inh,-5,-15,-13,-1,6,5

25: CCC(=O)Nc1ccccc1-c1nnn(CC(=O)N2c3ccccc3CC2C)n1 (stereo not given)
26: Cc1c(C(O)CN2CCN(Cc3ccc4c(c3)OCO4)CC2)c2ccccc2n1C (stereo not given)
27: CCCNC(=O)C1CCN(c2nc(C)cc(C)n2)CC1
28: O=C(Cn1cc2c(n1)CCCCC2)NCc1cccs1
29: Cc1oc(-c2ccccc2F)nc1CN1CCC(C(=O)NC2CCCCCCC2)CC1
30: Cc1ccn(S(=O)(=O)c2ccc(C(C)(C)C)cc2)n1

Assay by compound,25,26,27,28,29,30
CatB block,0,1,0,-6,-1,3
CatB mixtures,7,-2,1,5,6,0
CatS block,2,-3,-6,1,-4,-7
C1s inh,-22,5,-16,-2,20,-31
CatL block,-3,6,-12,-8,-5,-9
CatG inh,0,8,-13,-2,12,-3
Abs 340nm,1.1,0.99,1.1,1,1,1
FXIa inh mix,7,-5,-1,7,6,3
FXIIa mix inh,7,2,11,-7,16,3

31: CCOC(=O)c1nnsc1NC(C)=O
32: COCCCNC(=O)c1cc2c(=O)n(C)c3ccccc3c2n1C
33: COc1ccc(N2CCN(Cc3nc4c(c(=O)n(C)c(=O)n4C)n3Cc3cccc(C)c3)CC2)cc1
34: CCOCCCNC(=O)C1c2ccccc2C(=O)N2CCc3ccccc3C12 (stereo not given)
35: CCC(=O)Nc1ccc(NC(=O)Cc2ccccc2)cn1
36: COc1ccc(CCN=CC2=C(O)CCCC2=O)cc1OC

Assay by compound,31,32,33,34,35,36
CatB block,2,2,-6,9,1,1
CatB mixtures,3,-4,1,1,4,-1
CatS block,-5,5,-2,10,-3,-2
C1s inh,3,4,11,-20,-1,-13
CatL block,0,8,-3,13,-3,·
CatG inh,7,6,8,-8,-1,-4
Abs 340nm,0.98,1,1,1,1.1,1.1
FXIa inh mix,-1,4,2,4,20,2
FXIIa mix inh,12,1,0,7,2,4

37: Cn1c(Cn2nnc3ccccc32)nnc1SCC(=O)c1ccc(F)cc1
38: Cc1cc(C(=O)Nc2c(F)cc(F)cc2Br)c(C)o1
39: CS(=O)(=O)c1ccc2nc(NC(=O)Cc3ccccc3)sc2c1
40: O=C(NC(Cc1ccccc1)C(=O)OCC(=O)N1CCc2ccccc21)c1ccco1 (stereo not given)
41: CCN(CC)c1nc(-c2nn[nH]n2)nc(N(CC)CC)n1
42: CCOC(=O)C1CCCN(C(=O)COC(=O)c2cc(=O)c3ccccc3o2)C1 (stereo not given)

Assay by compound,37,38,39,40,41,42
CatB block,-3,7,0,6,6,2
CatB mixtures,-2,3,6,5,3,-1
CatS block,-4,-2,-3,9,2,2
C1s inh,5,20,19,3,-18,-35
CatL block,-12,1,-11,10,0,23
CatG inh,3,7,14,-5,-10,4
Abs 340nm,1,0.99,1,1,1,1.1
FXIa inh mix,10,8,10,3,-6,-4
FXIIa mix inh,7,2,15,5,7,-1

43: COC(=O)c1ccc(OC)c(CSc2nnc(-c3ccc(C)cc3)o2)c1
44: Cc1cc(C)n(C(=O)CNC(=O)c2ccco2)n1
45: COCC(=O)n1nc(-c2ccccc2)nc1NCc1ccc(F)cc1
46: COc1cc(C(=S)N(C)C)ccc1O
47: Cc1onc(-c2ccccc2Cl)c1C(=O)Nc1ccc(-c2cn3cccnc3n2)cc1
48: COc1ccc(C(=O)Nc2cccc(C)c2)cc1

Assay by compound,43,44,45,46,47,48
CatB block,4,-1,3,-2,-5,5
CatB mixtures,3,-4,1,6,1,2
CatS block,1,-5,2,2,5,5
C1s inh,12,-3,9,0,-69,-19
CatL block,8,-3,6,-4,-186,·
CatG inh,9,-2,9,0,1,9
Abs 340nm,1,0.99,1.1,1,1.1,1.1
FXIa inh mix,1,2,13,9,-1,-2
FXIIa mix inh,-7,-19,0,2,10,6

49: O=C(Nc1ccccc1C(=O)N1CCOCC1)C1CC(=O)N(C2CCCC2)C1 (stereo not given)
50: CCOc1cc(-c2nn3cnnc3s2)cc(OCC)c1OCC
51: Cc1ccc(C2C(C#N)=C(N)Oc3n[nH]c(-c4cccs4)c32)s1 (stereo not given)
52: Nc1nc(-c2ccco2)c(-c2ccco2)s1
53: Cn1c(=O)oc2cc(S(=O)(=O)NCc3ccccn3)ccc21
54: Cn1c(CNc2ccc(Cl)cc2)nc2ccccc21

Assay by compound,49,50,51,52,53,54
CatB block,6,2,-1,1,6,2
CatB mixtures,0,-3,2,4,3,6
CatS block,11,12,0,13,7,-3
C1s inh,14,1,6,15,18,-19
CatL block,15,28,-5,-2,·,-1
CatG inh,11,10,8,15,14,-9
Abs 340nm,1.1,1.1,0.98,1.1,1.1,1.1
FXIa inh mix,5,1,7,2,3,3
FXIIa mix inh,3,9,0,10,3,-15

10 of the compounds above, with values under each structure.
Sequence of screens: CatB block	CatB mixtures	CatS block	C1s inh	CatL block	CatG inh	Abs 340nm	FXIa inh mix	FXIIa mix inh
43) COC(=O)c1ccc(OC)c(CSc2nnc(-c3ccc(C)cc3)o2)c1
→ 4	3	1	12	8	9	1	1	-7
44) Cc1cc(C)n(C(=O)CNC(=O)c2ccco2)n1
→ -1	-4	-5	-3	-3	-2	0.99	2	-19
45) COCC(=O)n1nc(-c2ccccc2)nc1NCc1ccc(F)cc1
→ 3	1	2	9	6	9	1.1	13	0
46) COc1cc(C(=S)N(C)C)ccc1O
→ -2	6	2	0	-4	0	1	9	2
47) Cc1onc(-c2ccccc2Cl)c1C(=O)Nc1ccc(-c2cn3cccnc3n2)cc1
→ -5	1	5	-69	-186	1	1.1	-1	10
48) COc1ccc(C(=O)Nc2cccc(C)c2)cc1
→ 5	2	5	-19	·	9	1.1	-2	6
49) O=C(Nc1ccccc1C(=O)N1CCOCC1)C1CC(=O)N(C2CCCC2)C1 (stereo not given)
→ 6	0	11	14	15	11	1.1	5	3
50) CCOc1cc(-c2nn3cnnc3s2)cc(OCC)c1OCC
→ 2	-3	12	1	28	10	1.1	1	9
51) Cc1ccc(C2C(C#N)=C(N)Oc3n[nH]c(-c4cccs4)c32)s1 (stereo not given)
→ -1	2	0	6	-5	8	0.98	7	0
52) Nc1nc(-c2ccco2)c(-c2ccco2)s1
→ 1	4	13	15	-2	15	1.1	2	10

Additional records follow:
55: CCCCN1Cc2cc(C(=O)c3cc(F)ccc3O)cnc2NC1=O
56: COc1ccc(Cc2nc3ccc(S(N)(=O)=O)cc3[nH]2)cc1OC
57: Cc1cnc(-c2nnc(N(C)C(=O)c3ccccn3)s2)cn1
58: Cn1c(=O)cc(SCC(=O)Nc2cccnc2)c2ccccc21
59: COc1ccccc1CNC(=O)C1CCN(S(=O)(=O)c2cccc3cccnc23)CC1
60: O=C(O)CN=C(NS(=O)(=O)c1ccccc1)c1ccccc1

Assay by compound,55,56,57,58,59,60
CatB block,3,-5,0,3,3,3
CatB mixtures,8,4,4,1,-1,0
CatS block,0,2,-1,2,-7,6
C1s inh,-1,-2,6,9,-56,6
CatL block,11,-2,-4,-2,·,13
CatG inh,1,1,7,31,-1,12
Abs 340nm,1.1,0.98,1.1,1.1,1,1
FXIa inh mix,6,12,-1,9,-14,4
FXIIa mix inh,0,3,-3,8,6,-2

61: Cc1ccnc(NC(=O)C2CCC(CNc3c(N4CCCC4)c(=O)c3=O)CC2)c1 (stereo not given)
62: CCn1c(C(C)NC(C)=O)nc2ccccc21 (stereo not given)
63: CCOCc1nnc(NC(=O)c2cccs2)s1
64: O=C(NC1CCCC1)c1cnn2c(C(F)(F)F)cc(-c3ccc4c(c3)OCO4)nc12
65: COc1ccc(-c2nc(C)c(C(C)=O)n2O)cc1OC
66: c1ccc(C2=Nn3c(nnc3-c3ccncc3)SC2)cc1

Assay by compound,61,62,63,64,65,66
CatB block,4,-2,5,8,2,5
CatB mixtures,3,0,0,4,3,0
CatS block,-1,-1,-3,·,4,13
C1s inh,10,6,4,4,8,10
CatL block,-5,-2,-4,6,7,-6
CatG inh,9,3,3,-11,-5,8
Abs 340nm,1,1,1.1,1.1,1.1,1
FXIa inh mix,9,10,9,-3,4,0
FXIIa mix inh,-14,7,3,4,7,8

Assay outcomes deposited in PubChem by several laboratories.
